EWS-Fli inh – EWS/Fli-driven NR0B1 reporter inhibitors, primary screen, A673 cells, NR0B1 luciferase, luminescence, MLPCN library; AID 651661, 2012; inhibition, % at 12.6 µM; viability-normalised; hit rate 0.67% among 350,000;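 active = mean inhibition of at least 50% after viability correction, with every replicate also passing that limit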;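 note: firefly luciferase signal divided by Alamar Blue viability fluorescence both relative to DMSO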
E-selectin induc – E-selectin induction in HUVECs, primary screen, imaging, HUVEC, immunofluorescence imaging, single point | hit rate 0.37% among 260,000 | activation, % at 7.58 µM | normalized: neutral wells 0, TNF-alpha wells 100 | AID 686992, 2013;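 active = mean E-selectin-positive cell signal at least 10% of the positive control, reached in at least 60% of replicates, without over 20% cell loss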;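 note: in these data hits start at about 27%; measured in HUVEC primary endothelial cells; signal is the percent of cells scored E-selectin positive by PE staining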
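System: HUVEC, human umbilical vein endothelial cells; quantity: 3,000 cells/well; buffer or medium: EGM-2 medium, gelatin-coated wells; dosing: single-point compound dose; detection: immunofluorescence imaging; evaluation: % PE-positive cells; benchmarks: TNF-alpha, DMSO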
S100A4 inh HTS – inhibitors of S100A4-myosin IIA peptide binding, primary screen, biochemical, fluorescence polarization, TAMRA-MyoIIA peptide. Protein S100-A4 (Homo sapiens), P26447. inhibition, % at 10.7 µM. hit rate 0.14% among 360,000. AID 652163, 2013;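 active = mean inhibition of at least 70% across replicates, with every replicate also reaching that level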
Target sequence (P26447 whole entry, looked up): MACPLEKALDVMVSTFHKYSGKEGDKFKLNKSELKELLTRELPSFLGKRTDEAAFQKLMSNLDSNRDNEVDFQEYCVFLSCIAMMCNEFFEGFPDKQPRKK
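Test system: S100A4 monomer protein. Medium: HEPES buffer with Ca2+, pH 7.2. Reagent: fluorescent myosin IIA peptide, 5 nM. Compound dosing: single-point compound testing. Timing: 5 min between mix addition and reading. Benchmarks: DMSO neutral and TFP positive wells.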
Xi reactivation – activators of inactive X chromosome reactivation, primary screen, imaging, XiGFP fibroblasts, GFP high-content imaging, set 2; XiGFP mouse fibroblasts, % GFP-positive cells imaging, 3 d; cells co-treated with 5-aza-dC sensitizer; scaled so ellipticine positive control = 100%; activation, % at 7.58 µM; hit rate 0.055% among 360,000; AID 743238, 2013;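 active = mean normalized replicate activation at least 10% and every replicate at or above 10%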;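 note: 0% = median of on-plate neutral control wells and 100% = ellipticine 6 µM median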
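System: XiGFP fibroblasts, SV40-immortalized. Medium: DMEM plus 5-aza-dC sensitizer. Doses: single point. Timing: 3 d treatment, 15 min room-temperature fixation. Control set: ellipticine 6 µM.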
FN deposit inh – inhibitors of fibronectin matrix deposition, primary screen, AH1F cells, Alexa488-fibronectin fluorescence, plate reader. AH1F fibroblasts, overnight. inhibition, % at 12.6 µM. hit rate 0.086% among 350,000;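 active = mean inhibition across replicates of 30% or more, regardless of how many single replicates reach that level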;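 note: positive control wells lacked labelled fibronectin entirely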
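Schedule: 1 h cell adhesion before compound, then overnight fibronectin incubation; test system: AH1F fibroblast monolayer depositing Alexa488-labelled fibronectin into matrix; quantity: 10000 AH1F cells per well; probe or stimulus: fluorescent fibronectin at 24 nM final; signal: fluorescence, ex 485 nm, em 525 nm; evaluation: percent inhibition as loss of matrix-bound fibronectin fluorescence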
RAD52 anneal inh – RAD52 DNA annealing inhibitors, primary screen, biochemical, FRET, single point, set 2. DNA repair protein RAD52 homolog (Homo sapiens), P43351. recombinant RAD52 DNA annealing, FRET fluorescence. inhibition, % at 18.7 µM. hit rate 0.46% among 360,000;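 active = every replicate showing at least 50% inhibition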
Target sequence (P43351 whole entry, looked up): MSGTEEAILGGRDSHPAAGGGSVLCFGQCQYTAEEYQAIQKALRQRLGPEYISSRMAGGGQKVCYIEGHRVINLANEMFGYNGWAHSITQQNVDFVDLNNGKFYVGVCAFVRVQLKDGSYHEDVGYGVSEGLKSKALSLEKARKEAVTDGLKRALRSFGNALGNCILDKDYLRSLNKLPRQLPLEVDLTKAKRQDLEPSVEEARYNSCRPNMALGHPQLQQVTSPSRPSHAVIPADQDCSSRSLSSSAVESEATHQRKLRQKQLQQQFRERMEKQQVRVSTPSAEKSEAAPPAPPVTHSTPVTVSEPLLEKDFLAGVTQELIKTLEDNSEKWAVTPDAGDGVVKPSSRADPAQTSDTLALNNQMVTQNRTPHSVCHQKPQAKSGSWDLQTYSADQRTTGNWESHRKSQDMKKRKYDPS
RAD54 inh – inhibitors of human RAD54 branch migration, primary screen, biochemical, fluorescence, single point | hit rate 0.14% among 360,000 | RAD54 Holliday junction branch migration, FAM/BHQ fluorescence | inhibition, % at 10.4 µM;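 active = mean normalized replicate activity at least 40 and at least half of replicates scoring 40 or more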;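 note: 0% = median of neutral control wells and 100% = median of positive control wells; inhibitors cause a drop in the FAM fluorescence signal; in these data hits start at about 50%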
esBAF inh – Bmi1 luciferase reporter increase in mESCs, primary screen, esBAF inhibitor project, mouse ES cells, Bmi1 luciferase knock-in, single point. 24 h; 100% = twice the neutral-well signal. hit rate 2% among 350,000. reporter increase, % at 12.5 µM. AID 602393, 2012; in the data active = activation above about 40%;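 note: 0% = median of the plate's neutral control wells and 100% = double that signal; a rise in the Bmi1 reporter signal indicates esBAF inhibition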
* marks the source's active call; other numbers are inactive results; · = no result given; & = joins results of further samples.

Sequence of screens – RAD52 anneal inh | FN deposit inh | EWS-Fli inh | RAD54 inh | Xi reactivation | esBAF inh | E-selectin induc | S100A4 inh HTS
1	NC(=O)NC(=O)COC(=O)/C=C/c1cccc(Br)c1
→ -14.1 | 0.8 | -24.4 | · | 0.0 | · | · | 0.1
2	Cc1ccc(S(=O)(=O)Nc2ccc3c(c2)C(=O)N([C@@H](C)CO)C[C@@H](C)[C@H](CN(C)S(=O)(=O)c2ccccc2)OCCCC[C@H](C)O3)cc1
→ 9.0 | 7.9 | -1.2 | 4.7 | 0.3 | 5.0 | -0.2 | 11.6
3	COc1ccccc1N1CCN(C(=O)c2cc(-c3ccc(Br)cc3)on2)CC1
→ -13.0 | -3.1 | -3.2 | -6.8 | 0.2 | -2.8 | · | -3.9
4	C[C@@H]1CN([C@@H](C)CO)C(=O)c2cccc(NS(=O)(=O)c3ccccc3)c2O[C@H]1CN(C)Cc1ccccc1
→ 23.7 | · | -0.8 | 0.0 | 0.3 | -3.8 | -0.2 | 4.1
5	C[C@@H]1CN([C@H](C)CO)C(=O)Cc2cc(NC(=O)Nc3cccc4ccccc34)ccc2O[C@@H]1CN(C)C(=O)Nc1ccc(C(F)(F)F)cc1
→ 3.7 | · | 10.4 | -0.4 | -1.2 | 5.3 | 1.4 | -2.9
6	O=C(C[C@@H]1CC[C@@H]2[C@H](COC[C@H](O)CN2Cc2ccccc2)O1)N1CCOCC1
→ -3.6 | -3.1 | -1.5 | 5.3 | 0.0 | 1.8 | 0.0 | -4.4
7	Cc1ccc(-c2nc(CS(=O)CC(=O)NCCN3CCCCCC3)c(C)o2)cc1 (configuration not stated)
→ 1.7 | 13.8 | · | -6.2 | 0.0 | -1.8 | · | 2.0
8	O=C(c1cc(-c2ccccc2)on1)N1CCCCCC1
→ -23.0 | 2.7 | -108.2 | 5.4 | 0.0 | 55.1* | · | 2.8
9	CSc1ccc(CNC(=O)C2(C)CCCN(C(C)C)C2)cc1 (configuration not stated)
→ -11.0 | -8.5 | 0.8 | -0.3 | 0.1 | -4.4 | -0.2 | 12.4
10	COc1ccc(NC(=O)Nc2cccc3c2O[C@@H](CN(C)Cc2ccccc2)[C@H](C)CN([C@@H](C)CO)C3=O)cc1
→ 7.4 | · | -13.6 | 4.0 | -0.3 | 6.1 | 0.2 | -2.5
11	COCC(=O)Nc1ccc2c(c1)[C@@H]1C[C@@H](CC(=O)NCc3ccncc3)O[C@H](CO)[C@@H]1O2
→ 14.3 | 6.1 | 1.1 | -3.7 | 0.2 | -0.3 | 0.6 | 1.4
12	COCCCN(C(=O)CCOc1ccc(C)cc1)c1c(N)n(Cc2ccccc2)c(=O)[nH]c1=O
→ -5.9 | -5.7 | -3.2 | 0.1 | 0.0 | -4.0 | · | -0.5
13	O=C(CC1OC(=O)c2ccccc21)Nc1cc(Cl)ccc1N1CCOCC1 (configuration not stated)
→ -15.1 | -2.2 | 1.0 | 2.8 | -0.2 | -0.6 | · | -2.5
14	O=C(c1ccc2ccccc2c1)C1CCCN(C(=O)c2noc3c2CCCC3)C1 (configuration not stated)
→ -10.8 | -2.0 | -12.0 | -8.3 | 0.1 | -2.0 | 2.2 | 3.8
15	C[C@@H]1CN([C@H](C)CO)C(=O)Cc2cc(NC(=O)Nc3ccccc3)ccc2O[C@@H]1CN(C)C(=O)Nc1ccc2c(c1)OCO2
→ -20.1 | 5.9 | -9.4 | 1.0 | 0.1&-0.1 | -3.2 | 0.3&0.0 | -1.4
16	COc1ccc(C2NC(=O)C(C)S2)cc1 (configuration not stated)
→ -0.7 | · | · | 2.6 | · | 12.8 | · | -0.9
17	C#CCSc1ncc(-c2ccccc2)cn1
→ 13.4 | -3.4 | -105.2 | 7.0 | 0.0 | 72.7* | · | -4.2
18	C[C@@H]1CCCCO[C@@H](CN(C)S(=O)(=O)c2ccc(F)cc2)[C@@H](C)CN([C@H](C)CO)C(=O)c2cc(NC(=O)Cc3ccccc3)ccc2O1
→ · | -2.1 | 4.5 | 2.5 | 0.0 | 6.5 | -0.1 | ·
19	COc1ccc(S(=O)(=O)Nc2ccc3c(c2)C(=O)N([C@@H](C)CO)C[C@@H](C)[C@@H](CN(C)Cc2ccccc2)OCCCC[C@@H](C)O3)cc1
→ · | -4.0 | -2.2 | -14.3 | 0.3 | 1.0 | -0.1 | ·
20	C=CCNC(=O)c1cccc2c1C(=O)c1ccc(N3CCCC3)cc1S2(=O)=O
→ -490.4 | 8.4 | -11.3 | -39.5 | 0.0 | -3.0 | 0.4 | 8.9

Continuation:
Sequence of screens – RAD52 anneal inh | FN deposit inh | EWS-Fli inh | RAD54 inh | Xi reactivation | esBAF inh | E-selectin induc | S100A4 inh HTS
21	CN1C(=O)c2cc(NC(=O)c3ccc(F)cc3)ccc2OC[C@H]2O[C@@H](CC(=O)O)CC[C@@H]21
→ 9.6 | -10.8 | 5.2 | 2.0 | 0.4 | -3.3 | -0.1 | 45.4
22	CC1(C)CC(=O)C(c2c[nH]c3ccccc23)C(=O)C1
→ -44.6 | 0.6 | 16.0 | · | 0.0 | · | · | 0.1
23	COc1ccc(CN2C3CCCC2CC(NC(=O)/C=C/c2ccccc2)C3)cc1 (configuration not stated)
→ -23.4 | 19.2 | 18.8 | 0.7 | 0.4 | 3.6 | · | 0.0
24	CCc1nc2ccc(C(=O)NCCCn3ccnc3)cn2c1N(C)Cc1nccs1
→ -3.1 | -26.1 | 0.5 | -8.1 | 0.1 | 2.6 | 0.1 | 1.0
25	CNc1ccccc1C(C)(C)c1ccn[nH]1
→ -3.5 | -3.2 | 3.5 | 5.1 | 0.0 | 4.4 | · | -6.8
26	O=C(OC1CCOC1=O)c1cc(-c2cccs2)nc2ccccc12 (configuration not stated)
→ -13.3 | -0.3 | -0.2 | -5.1 | 0.3 | 3.9 | · | 0.1
27	CCCCCCCc1c(C#N)c(N)[nH]c(=S)c1C#N
→ -20.3 | -4.5 | 5.4 | · | 0.1 | · | 2.0 | -1.7
28	CCCCn1c(N)c(N(CCC(C)C)C(=O)c2ccc3c(c2)OCCO3)c(=O)[nH]c1=O
→ -0.6 | 0.9 | -1.7 | · | 0.3 | · | -0.2 | 2.1
29	O=C1C=CC(=Nc2ccc3c(c2)C(=O)c2ccccc2-3)O1
→ -8.6 | 3.7 | -1.7 | 11.0 | 0.0 | 2.3 | -0.5 | -4.3
30	C[C@H](CO)N1C[C@H](C)[C@@H](CN(C)C(=O)C2CCC2)Oc2ncc(C3=CCCC3)cc2C1=O
→ -8.0 | · | -11.3 | -4.0 | -0.9 | -3.2 | 0.4 | 10.1
31	COC(=O)[C@@H](Cc1c[nH]c2ccccc12)NCc1ccc(B(O)O)cc1
→ -5.7 | -9.7 | 21.0 | -8.2 | 0.3 | 12.5 | 0.1 | 0.4
32	C[C@H]1CN([C@@H](C)CO)C(=O)Cc2cc(NC(=O)Nc3ccc(C(F)(F)F)cc3)ccc2O[C@@H]1CN(C)S(=O)(=O)c1ccc(Cl)cc1
→ -0.1 | · | -1.4 | · | -0.9 | 1.4 | 0.2 | -6.5
33	COc1ccc(-c2ccc([C@H]3[C@@H](CO)N4C(=O)CN(Cc5ccc(C)cc5)C[C@@H]34)cc2)cc1
→ 8.0 | · | · | · | 0.5 | · | 0.3 | -9.5
34	CCN(CC)CCN(Cc1cc2cc(C)ccc2[nH]c1=O)C(=S)NCc1ccco1
→ -4.5 | 1.9 | 3.2 | · | 0.0 | · | · | -7.2
35	O=C(N=Nc1c(O)n(Cc2ccccc2)c2ccccc12)c1cc2ccccc2cc1O
→ -11.4 | -2.7 | -10.6 | -4.7 | -0.1 | · | · | -1.9
36	Cc1noc(C)c1NC(=O)N(C)C[C@@H]1Oc2ncc(C#CC3CCCCC3)cc2C(=O)N([C@@H](C)CO)C[C@@H]1C
→ 13.5 | -2.2 | 0.9 | -0.2 | 0.7 | -5.1 | -0.7 | 3.1
37	CC(=O)Nc1ccc(CN2CCN(CCc3ccccc3)C(CCO)C2)cc1 (configuration not stated)
→ -27.4 | 0.0 | 10.1 | -6.8 | 0.7 | 2.0 | 4.4 | 0.3
38	O=C(CCC(=O)N1CCSc2ccccc21)NCc1cccc(Br)c1
→ 0.6 | 4.0 | 0.1 | 1.6 | 0.2 | 2.3 | 0.2 | -2.0
39	C[C@H]1CCCCO[C@@H](CN(C)C)[C@@H](C)CN([C@@H](C)CO)C(=O)c2cc(NC(=O)CCC(F)(F)F)ccc2O1
→ -11.2 | · | -32.7 | -5.7 | -0.1 | -3.1 | 0.1 | -2.4
40	COc1ccc(C(=O)NCCCNC(=O)c2ccco2)cc1OC
→ 12.1 | 3.3 | 5.0 | -9.8 | 0.0 | 2.0 | -0.2 | 1.0

Continuation:
Sequence of screens – RAD52 anneal inh | FN deposit inh | EWS-Fli inh | RAD54 inh | Xi reactivation | esBAF inh | E-selectin induc | S100A4 inh HTS
41	CC(C)Nc1nc(-c2ccccc2CO)c2sccc2n1
→ -11.0 | -2.3 | -13.0 | -8.0 | 0.3 | -4.4 | 0.1 | -1.9
42	Cc1cccc(N2CCN(C(=O)c3c(Cl)cnn3C)CC2)c1C
→ 9.2 | 0.4 | 0.4 | -1.0 | 0.0 | -0.3 | -0.2 | 0.0
43	COc1cccc(CN(C)C(c2ccccc2)c2ccccc2)c1OC
→ -9.6 | -0.9 | -6.1 | 5.8 | 0.1 | -6.2 | · | -2.6
44	Cc1cccc(S(=O)(=O)NC(=O)C2(C)CCN2C(=O)Cc2ccccc2)c1 (configuration not stated)
→ -4.2 | 14.9 | -3.5 | -22.6 | 0.1 | -2.8 | 0.0 | 2.0
45	O=C(Cn1ncc2c3ccccc3n(Cc3cccc(Cl)c3)c2c1=O)NCc1ccccn1
→ -69.2 | 11.9 | · | 6.2 | 0.2 | 6.4 | -0.3 | -1.6
46	COc1ccc2cc(CCNC(=O)c3ccc(S(=O)(=O)N4CCOCC4)cc3)c(=O)[nH]c2c1
→ -5.7 | 2.5 | 3.0 | -9.1 | 0.0 | -11.8 | -0.2 | 3.0
47	Cn1c(CNC(=O)c2ccccc2F)nnc1SCC(=O)NCc1ccccc1
→ -0.9 | -10.2 | 9.4 | · | 0.1 | · | · | 5.3
48	COc1ccc(NC(=O)C2(C)Cc3c(-c4ccccc4)ccnc3O2)cn1 (configuration not stated)
→ -19.4 | 1.9 | 11.2 | -7.6 | 0.1 | -6.7 | 0.2 | -1.5

Given with tabs: part of the list above
No.	SMILES	RAD52 anneal inh	FN deposit inh	EWS-Fli inh	RAD54 inh	Xi reactivation	esBAF inh	E-selectin induc	S100A4 inh HTS
41	CC(C)Nc1nc(-c2ccccc2CO)c2sccc2n1	-11.0	-2.3	-13.0	-8.0	0.3	-4.4	0.1	-1.9
42	Cc1cccc(N2CCN(C(=O)c3c(Cl)cnn3C)CC2)c1C	9.2	0.4	0.4	-1.0	0.0	-0.3	-0.2	0.0
43	COc1cccc(CN(C)C(c2ccccc2)c2ccccc2)c1OC	-9.6	-0.9	-6.1	5.8	0.1	-6.2	·	-2.6

Assay outcomes (PubChem BioAssay)
